Screening data: PubChem, several laboratories
HSP90 inh: blocks HSP90-mediated luciferase refolding in reticulocyte lysate | hit rate 0.91% among 290,000 | Rabbit reticulocyte lysate, luciferase refolding luminescence, 3 h | AID 1789 | inhibition, % at 5.6 µM;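 active = inhibition above the screen-wide mean plus 3 SD, computed separately per campaign, cut at about 16% in these data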;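 also: 0% = DMSO wells and 100% = 60 µM geldanamycin wells; inhibitors lower the luminescence because luciferase stays unfolded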
DYRK1A inh: blocks rat Dyrk1A kinase activity | Q63470 | ADP-Glo luminescence, NFATc1 peptide | inhibition, % at 12.5 µM | hit rate 0.43% among 310,000 | AID 504441; in the data active = inhibition above about 50%;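 also: plate controls were vehicle with enzyme for no effect and no enzyme for full effect; many of its hits are not listed in these tables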
HSF1 inhib: HSF1 inhibition; AID 2098; hit rate 0.77% among 300,000; activity change, negative = inhibition, % at 7.5 µM (by protocol); NIH3T3-HGL HSE-luciferase, MG132-induced, luminescence 8 h; hits give low values;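 active = more than half of replicate wells show activity change below -50%, luminescence cut by over half; inconclusive = some wells, but at most half, below -50%; inactive = no replicate well below -50%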;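 also: luciferase reports HSF-1 transcriptional activity via heat shock element; 0% = median of DMSO wells and -100% = zero luminescence signal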
HSF-1 act: increases HSF-1 driven luciferase reporter signal | NIH3T3-HGL HSF-1 luciferase reporter, MG132, 8 h; 100% = twice DMSO control signal | activation, % at 9 µM | hit rate 1.7% among 300,000 | AID 504408;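 active = mean replicate activation of at least 50% with a set share of replicates each reaching 50%; inconclusive = only one of those two conditions met; inactive = mean below 50% and too few replicates reaching it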;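 also: 0% = median of the neutral control wells and 100% = twice that signal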
HDAC3 inhib: human HDAC3 inhibition; recombinant HDAC3, fluorogenic peptide/trypsin coupled, fluorescence; inhibition, % at 8.3 µM; hit rate 0.15% among 320,000; AID 2718; O15379; in the data active = inhibition above about 26%, passing the limit was not always enough; inconclusive = no clear call, values can overlap the other calls
Target sequence (O15379 whole entry, looked up): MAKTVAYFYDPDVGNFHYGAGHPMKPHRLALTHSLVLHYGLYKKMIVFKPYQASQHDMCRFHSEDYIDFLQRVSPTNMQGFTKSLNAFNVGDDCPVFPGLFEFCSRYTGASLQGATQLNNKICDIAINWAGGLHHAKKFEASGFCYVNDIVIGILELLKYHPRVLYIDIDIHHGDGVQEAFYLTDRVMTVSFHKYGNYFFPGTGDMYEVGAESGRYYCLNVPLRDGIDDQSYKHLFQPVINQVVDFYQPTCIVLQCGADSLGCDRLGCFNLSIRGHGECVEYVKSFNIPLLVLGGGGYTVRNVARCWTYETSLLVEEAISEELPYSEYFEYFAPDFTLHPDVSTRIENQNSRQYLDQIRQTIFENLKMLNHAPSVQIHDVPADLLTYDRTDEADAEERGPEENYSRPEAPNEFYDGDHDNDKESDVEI
GSK3A inh: blocks human GSK-3 alpha kinase; ADP-Glo luminescence, 60 min; inhibition, % at 10 µM; hit rate 0.1% among 320,000; AID 2650;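 in the data active = inhibition above about 50%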;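 also: GST-tagged GSK-3 alpha with peptide substrate and 25 µM ATP; 0% = DMSO neutral wells and 100% = GW8510 positive control wells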
GSK3B inh: inhibitors of human GSK3beta kinase. hit rate 0.038% among 300,000. GST-GSK3beta kinase, ADP-Glo luminescence, 60 min; hits give low values. activity score (negative = inhibition), % at 10 µM;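 active = more than half of replicate wells score below -50%, meaning over 50% inhibition versus plate controls; inconclusive = some replicates but at most half score below -50%; inactive = no replicate scores below -50%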;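 also: 0% = median DMSO wells and -100% = median GW8510 positive control wells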
Target sequence (P49841 whole entry, looked up): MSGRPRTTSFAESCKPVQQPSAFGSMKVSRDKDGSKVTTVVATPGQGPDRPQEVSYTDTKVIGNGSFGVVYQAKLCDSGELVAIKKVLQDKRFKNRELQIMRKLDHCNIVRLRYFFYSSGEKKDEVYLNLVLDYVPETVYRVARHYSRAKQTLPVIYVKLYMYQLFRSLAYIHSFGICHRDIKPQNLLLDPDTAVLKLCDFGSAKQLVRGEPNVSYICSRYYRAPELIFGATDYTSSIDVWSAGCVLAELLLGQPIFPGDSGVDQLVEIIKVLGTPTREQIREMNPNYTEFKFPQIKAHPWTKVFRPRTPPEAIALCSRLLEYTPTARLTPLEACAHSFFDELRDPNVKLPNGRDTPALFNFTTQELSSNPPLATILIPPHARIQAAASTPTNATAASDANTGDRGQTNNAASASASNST
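test system = GST-tagged human GSK3beta kinase, cell-free | reagent = 25 µM ATP with peptide substrate | dosing = one dose of 10 µM per compound | schedule = 60 min reaction, RT | detection = luminescent ADP-Glo measurement of ADP formed | control set = DMSO neutral wells and GW8510 at 20 µM as positive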
PolyA inhibitor: blocks polyadenylation in yeast reporter cells; S. cerevisiae SKY197-pL101 polyadenylation reporter, beta-gal luminescence; efflux-impaired pdr1/pdr3 knockout yeast; score 100 = 6 SD above DMSO; calls only at 12 µM; hit rate 0.02% among 300,000;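 active = lowest replicate activity score at least 50, where 100 means six control SD above control mean; inconclusive = lowest score under 50 but half or more replicates reach 50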;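 also: yeast exposed to compound for 9 h at 30 °C; higher score means more reporter readthrough which indicates perturbed polyadenylation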
AI-2 QS modul: Vibrio harveyi AI-2 quorum sensing modulation | Vibrio harveyi JMH597 AI-2 luminescence/OD600 ratio, 9 h; hits give low values; strain lacks LuxN and CqsS sensors; 0 = neutral-control median | activity change, % at 7.5 µM | hit rate 0.4% among 300,000 | AID 2094; in the data active = activity change below about -75%, passing the limit was not always enough; inconclusive = no clear call, values can overlap the other calls;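 also: luminescence divided by OD600 gain over 9 h not by final OD600 alone; inactives centre near 13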
Platelet DG rel: platelet dense granule release activity. human platelet-rich plasma, SFLLRN dense granule ATP release, luminescence. inhibition, %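 (compounds screened at 7.5 µM in platelet-rich plasma)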. hit rate 0.22% among 300,000;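 active = mean replicate score, as percent of positive control, at or above 50; inconclusive = mean below 50 but at least one replicate at or above 50; inactive = mean and every replicate below 50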
Numbers without * were called inactive; i = inactive; ? = inconclusive; . = not tested or not shown. A portion of the library. The share of hits here may be higher or lower than overall.

Values run as follows: HSP90 inh	DYRK1A inh	HSF1 inhib	HSF-1 act	HDAC3 inhib	GSK3A inh	GSK3B inh	PolyA inhibitor	AI-2 QS modul	Platelet DG rel
> COc1ccc(/C=N/NC(=O)c2cc3cc(OC)c(OC)cc3[nH]2)cc1
    -2.0	2.5	-0.2	-5.3	1.3	2.9	-1.1	i	32.9	4.7
> C=CCOc1c(Br)cc(CNCCCN2CCOCC2)cc1OC
    1.0	-1.6	-6.3	-6.5	-1.4	0.4	1.7	i	6.2	1.9
> COc1ccc(CCN(Cc2cccs2)S(=O)(=O)c2ccc(S(=O)(=O)N(C)C3CCCCC3)cc2)cc1OC
    -4.3	-1.9	-0.3	-7.7	2.6	-4.3	0.2	i	29.2	5.3
> CC(C)OCCCN1CN(S(=O)(=O)c2ccc(Cl)cc2)c2nc3ccccc3nc21
    1.8	6.4	15.5	21.3	5.3	-1.7	0.5	i	34.5	1.8
> Cn1c(Cn2nnc(-c3ccccc3)n2)nnc1SCc1ccccc1Cl
    8.3	28.2	-2.1	10.3	?	-0.8	1.7	i	36.7	-4.6
> N#Cc1c(N)nc2c(c1N)CC(COc1ccccc1)O2 (stereo not drawn)
    -0.9	-1.2	23.4	34.8	9.2	-0.3	0.1	i	1.3	0.7
> CCC(C)(C)NC(=O)Cc1ccc(Cl)cc1
    -1.8	-4.0	1.2	-3.2	-4.6	0.6	0.1	i	21.5	-2.1
> O=C(CN1CCCCC1)Nc1ccccc1Cl
    3.6	.	5.7	6.6	2.3	-1.3	1.4	i	8.1	-2.8
> Cc1ccc(C(=O)NC(=S)Nc2cccc(NC(=O)c3ccccc3Cl)c2)cc1[N+](=O)[O-]
    -1.3	-4.0	0.5	1.5	2.3	-1.1	2.8	i	34.1	-1.5
> O=C(CC(O)(c1ccccc1)C(F)(F)F)c1cccs1 (stereo not drawn)
    2.1	-0.4	-8.8	-1.3	11.9	-1.0	-2.2	i	12.7	2.4
> CCOc1ccc(CN2CCN(C3CCSCC3)CC2CCO)cc1 (stereo not drawn)
    -2.1	-2.6	-4.9	-10.4	-12.1	0.4	-8.1	i	33.7	-4.3
> Cc1ccc(CS(=O)Cc2ccc(C(=O)NCc3ccc(OC(C)C)cc3)o2)cc1 (stereo not drawn)
    0.7	2.6	-2.3	11.4	-5.9	0.5	-0.3	i	17.9	-53.1
> CC(C)OC(=O)NC(c1ccccc1)C(Cl)(Cl)Cl (stereo not drawn)
    1.1	3.7	7.8	1.9	2.2	-0.2	-1.3	i	19.7	3.5
> CCCCn1c2c(c(=O)n(C)c1=O)C(CC(=O)OCC(=O)Nc1cccc(C(F)(F)F)c1)C(=O)N2 (stereo not drawn)
    -2.6	-2.7	-5.6	0.0	8.1	-1.3	3.7	i	21.2	15.1
> C/C(CC(=O)NC12CC3CC(CC(C3)C1)C2)=N\NC(=O)Cc1cccs1
    0.1	0.1	6.2	37.6	-1.6	0.4	-0.2	i	9.4	-14.4
> COc1ccc(CNC(=O)N[C@@H](Cc2c[nH]c3ccccc23)C(=O)O)cc1
    -3.1	5.7	-2.1	2.0	-0.6	-3.5	0.1	i	8.2	3.3
> CCN(CC)c1ccc(NC(=O)c2cccc(C)c2OC)c(C)c1
    -1.2	0.8	2.3	-6.5	5.1	-2.1	2.1	.	16.0	-1.1
> CCN(CCO)c1ncnc2c1sc1nc(CC(C)C)c3c(c12)CC(C)(C)OC3
    1.0	-0.9	-9.2	1.9	-0.6	0.1	-1.2	i	5.3	2.1
> O=C(NCc1ccccn1)C(=O)NCC1OCCN1S(=O)(=O)c1ccc([N+](=O)[O-])cc1 (stereo not drawn)
    4.2	1.7	0.3	9.5	6.7	0.5	-2.4	i	15.1	7.0
> CC(=O)C1=C(C)NC(=O)NC1c1cccc(O)c1 (stereo not drawn)
    -2.3	0.4	-0.2	-3.1	2.5	13.0	1.2	i	11.2	2.8
> CCN(CC)S(=O)(=O)c1cccc(NC(=O)CNc2cccc(S(=O)(=O)N3CCOCC3)c2)c1
    .	.	-8.8	4.3	3.4	0.4	-4.7	i	4.7	-0.2
> CCc1ccc(-c2nc(CN3CCC(C(=O)N4CCN(c5ccccc5)CC4)CC3)c(C)o2)cc1
    13.2	4.9	-1.4	-3.0	4.1	-1.0	4.0	i	7.8	0.6
> O=C(NCC1CCCO1)c1cccc(Oc2ccc([N+](=O)[O-])cc2)c1 (stereo not drawn)
    -1.8	2.9	6.1	-2.8	-4.2	1.0	1.3	i	54.9	-3.0
> O=C(NNC(=S)NC(=O)c1ccccc1Cl)c1cccc([N+](=O)[O-])c1
    1.6	4.2	0.4	-7.2	1.0	-1.9	0.7	i	46.8	-3.9
> COc1cc(/C=C2\C(=N)N3N=CSC3=NC2=O)ccc1OS(=O)(=O)c1ccccc1
    -2.2	8.3	.	.	9.6	.	-14.0	.	19.5	.
> COc1ccc(/C=N/NS(=O)(=O)c2ccc(C)cc2)cc1OC(=O)c1ccc(C)cc1
    0.3	-4.3	.	.	19.5	1.2	1.3	i	11.8	.
> CCCc1cc(C(=O)OCC(=O)N(CCC)c2c(N)n(Cc3ccccc3)c(=O)[nH]c2=O)sc1C
    .	-4.2	-3.7	-4.3	-3.8	0.6	-4.5	i	15.9	0.7
> O=C(NNS(=O)(=O)c1ccc(F)cc1)c1ccc2c(c1)OCO2
    2.3	2.2	-3.2	-5.5	-14.2	0.5	2.7	i	12.4	-5.2
> Cc1ccc(-n2c(Cl)c(Cl)nc(Cl)c2=O)cc1
    -4.6	1.0	.	.	-1.1	-0.1	.	.	.	.
> COc1cc(Cl)c(C)cc1NC(=O)COC(=O)/C=C/c1c(C)nn(C2CCS(=O)(=O)C2)c1Cl (stereo not drawn)
    4.0	8.2	11.6	-7.8	-4.3	-2.7	3.5	i	5.7	-33.1
> O=S(=O)(c1ccccc1)N1CCN=C1SCc1cccc(Cl)c1
    5.0	-4.2	-2.2	23.1	6.8	-1.2	3.8	i	46.1	-12.1
> COc1ccc(-n2c(C)cc(/C=C3/SC(=O)N(CC(=O)N4CCOCC4)C3=O)c2C)cc1
    -6.1	-2.0	8.9	13.4	-1.0	-4.5	2.5	i	17.1	-7.5
> COc1cc2cc(C(=O)N[C@@H](Cc3ccccc3)C(=O)O)n(C)c2c(OC)c1OC
    0.5	3.3	-1.4	11.4	-11.1	-0.3	0.8	i	11.9	0.2
> COc1ccc(NC(=O)CN(C)C(C)C(=O)N2CCCCC2)cc1 (stereo not drawn)
    2.8	-2.9	-4.6	-2.6	-6.1	-2.3	4.4	i	16.9	0.0
> Cc1cc(C)nc(N2CCC(C(=O)NC3CCCCCC3)CC2)n1
    -0.6	2.4	-6.8	-9.1	-1.9	-5.4	-9.7	i	19.5	3.1
> S=c1nc[nH]c2c1[nH]c1ccc(Cl)cc12
    -0.4	-1.6	-2.5	-9.6	-1.8	0.1	-1.8	i	35.2	-0.3
> COc1cc(/C=C2\CCCc3c2nc2ccccc2c3C(=O)O)cc(Cl)c1O
    -2.8	11.7	-4.5	-7.6	0.9	-1.7	.	i	.	5.8
> CCCS(=O)(=O)c1ccc(COC(=O)Cc2ccc([N+](=O)[O-])cc2)cc1
    10.7	.	7.8	11.7	-4.2	.	-3.0	i	35.0	-4.1
> Cc1ccc(S(=O)(=O)NNC(=S)NC(C)(C)C)cc1
    -2.3	.	-3.5	0.3	-0.7	3.0	-2.4	i	17.9	10.0
> COc1cccc(NC(=S)Nc2ccc(O)cc2)c1
    -3.1	2.6	5.7	13.5	7.5	1.4	-2.9	i	1.9	8.4
> CCN(CC)C(=O)C1CCCN(c2ccc([N+](=O)[O-])cc2/C=N/NC(=O)c2cccc(Br)c2)C1 (stereo not drawn)
    -1.2	1.4	-38.3	-48.7	-1.4	-1.1	1.3	i	48.1	3.4
> OCCSc1nc(-c2ccccc2)nc2c1CCC2
    10.8	-34.8	-7.6	-0.6	.	-0.3	-1.3	i	-0.6	0.2
> COC(=O)c1c(C(=O)OC)c2ccccn2c1C(=O)c1ccccc1
    -2.5	.	0.6	-1.0	2.3	-1.5	-3.2	i	-5.8	-0.9
> O=C(NNC(=O)c1ccc(-c2ccccc2)cc1)Nc1ccc(F)cc1F
    -2.1	-9.7	-18.3	-27.3	-0.1	-0.7	3.5	i	22.5	7.8
> O=C(COC(=O)C1CCCCC1)Nc1ccc(S(=O)(=O)N2CCOCC2)cc1
    4.0	-6.2	4.5	8.8	0.1	-1.2	1.1	i	-33.0	-3.0
> COc1ccc(C)cc1Nc1n[n+](-c2ccccc2)c(-c2cc(OC)c(OC)cc2Br)s1
    -1.5	-1.5	-1.1	-2.5	9.8	3.3	-4.0	i	-0.3	1.5
> Cc1ccc(C2CCN(C(=O)Nc3ccccc3)C2)cc1 (stereo not drawn)
    -1.9	12.9	24.2	44.5	1.0	-4.5	1.5	i	-0.5	10.6
> CC(Sc1nnc(N)s1)C(=O)Nc1ccc2c(c1)OCCO2 (stereo not drawn)
    -4.2	8.3	-3.0	-17.1	-2.6	0.6	-1.0	.	-3.2	9.1
> O=C1C2CCCN2C(=O)N1CCCN1CCN(c2cccc(Br)c2)CC1 (stereo not drawn)
    1.0	12.6	-1.1	-2.7	-3.1	0.1	2.2	i	20.2	1.4
> CCN1CCN(CC(=O)Nc2cc(C(F)(F)F)ccc2OCCOC)CC1
    10.2	-3.0	-3.7	3.5	.	4.3	1.6	i	7.0	21.5
> COc1ccc(-n2nnnc2Sc2ccc(S(=O)(=O)N3CCOCC3)cn2)cc1
    .	1.3	-7.8	15.2	-1.2	1.1	-0.7	i	32.6	-5.1
> COC(CNC(=O)c1cc(C)nn1-c1ccccc1)OC
    -0.9	-4.8	-2.3	28.9	-4.0	0.1	-0.2	i	0.1	-3.9
> O=C(COc1ccc(S(=O)(=O)NC2CCCCC2)cc1Cl)NCc1ccc2c(c1)OCO2
    0.2	-3.5	0.0	6.9	1.9	-7.1	0.5	i	19.8	19.1
> Nc1ncc(Br)cc1S(=O)(=O)NCCC(=O)NCc1ccc(F)cc1
    0.5	-1.4	5.8	5.0	4.2	1.7	0.6	i	0.8	-8.3
> N#CCSc1nnc(CNc2ccc(F)cc2)o1
    2.4	6.5	-3.6	-4.6	-13.3	2.0	-0.5	i	23.3	6.1
> CCN(C(=O)COC(=O)CCS(=O)(=O)c1ccc(C)cc1)C1CCS(=O)(=O)C1 (stereo not drawn)
    -1.0	-3.0	-3.0	2.1	1.5	-0.3	-3.2	i	6.8	35.3
